High-throughput results deposited in PubChem BioAssay by several laboratories.
RGS4 pot = RGS4 potentiators or activators, primary screen, cell-based, HEK293 M3R inducible RGS4, calcium flux. carbachol calcium flux Fluo4; stronger effect = lower value. B-score at 10 µM. actives 0.92% (n = 310,000). AID 463111, 2010;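 active = B-score of the integrated calcium signal more than 4 SD below the library mean, with starting fluorescence not abnormally high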;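 note: negative B-score means reduced calcium response which marks RGS4 activation or potentiation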
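System – HEK293 FlpIn-TREx cells, stable M3R, doxycycline-inducible RGS4 · Reagent – ECmax carbachol challenge · Times – compound preincubation 20 min at room temperature before agonist · Technique – Fluo4 fluorescence kinetic imaging of calcium · Measure – B score of integrated Fluo4 ratio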
TRPC6 act = mouse TRPC6 channel activators, primary screen, cell-based, HEK293, membrane potential dye; Short transient receptor potential channel 6 (Mus musculus), Q61143; HEK293-TRPC6 membrane potential dye fluorescence; stronger effect = higher value; B-score at 10 µM; actives 0.13% (n = 310,000);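 active = B-score of the integrated fluorescence ratio above library mean plus 3 SD, and starting fluorescence ratio within library mean plus 5 SD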;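 note: higher score means more depolarization so channel activation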
MrgX1 antag = antagonists of human MrgX1 receptor, primary screen, HEK293 cells, Fluo-4 calcium flux. actives 1.3% (n = 310,000). B-score at 10 µM. BAM8-22 antagonism; stronger effect = lower value. Mas-related G-protein coupled receptor member X1 (Homo sapiens), Q96LB2;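 active = calcium-response B-score plate-corrected more than 3 library SD below zero, starting fluorescence within 5 deviations, no agonist response on first addition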;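 note: peak minus trough fluorescence over baseline after final BAM8-22 challenge near maximal dose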
TRPC6 inhibitor = mouse TRPC6 channel inhibitors, primary screen, cell-based, HEK293, membrane potential dye | AID 2553, 2010 | B-score at 10 µM | ACh-evoked depolarization; stronger effect = lower value | Short transient receptor potential channel 6 (Mus musculus), Q61143 | actives 1.1% (n = 310,000);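 active = B-score under library mean minus 3 SD, initial fluorescence not abnormally high, positive integrated signal ratio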;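 note: B-score derived from integrated fluorescence ratio over the kinetic read; more negative B-score means stronger inhibition of depolarization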
ANO1 block = TMEM16A chloride channel inhibitors, primary screen, cell-based, HTS; actives 1.2% (n = 310,000); AID 588511, 2011; HEK293 TMEM16A/YFP iodide influx fluorescence, ionomycin; normalized B-score (activity score, 25-100; higher = stronger inhibition) at 10 µM;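 active = ratio plate-corrected score three or more library SD toward inhibition, starting fluorescence score within five deviations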;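 note: score derived from kinetic fluorescence span divided by baseline fluorescence per well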
Target sequence (Q8BHY3 whole entry, looked up): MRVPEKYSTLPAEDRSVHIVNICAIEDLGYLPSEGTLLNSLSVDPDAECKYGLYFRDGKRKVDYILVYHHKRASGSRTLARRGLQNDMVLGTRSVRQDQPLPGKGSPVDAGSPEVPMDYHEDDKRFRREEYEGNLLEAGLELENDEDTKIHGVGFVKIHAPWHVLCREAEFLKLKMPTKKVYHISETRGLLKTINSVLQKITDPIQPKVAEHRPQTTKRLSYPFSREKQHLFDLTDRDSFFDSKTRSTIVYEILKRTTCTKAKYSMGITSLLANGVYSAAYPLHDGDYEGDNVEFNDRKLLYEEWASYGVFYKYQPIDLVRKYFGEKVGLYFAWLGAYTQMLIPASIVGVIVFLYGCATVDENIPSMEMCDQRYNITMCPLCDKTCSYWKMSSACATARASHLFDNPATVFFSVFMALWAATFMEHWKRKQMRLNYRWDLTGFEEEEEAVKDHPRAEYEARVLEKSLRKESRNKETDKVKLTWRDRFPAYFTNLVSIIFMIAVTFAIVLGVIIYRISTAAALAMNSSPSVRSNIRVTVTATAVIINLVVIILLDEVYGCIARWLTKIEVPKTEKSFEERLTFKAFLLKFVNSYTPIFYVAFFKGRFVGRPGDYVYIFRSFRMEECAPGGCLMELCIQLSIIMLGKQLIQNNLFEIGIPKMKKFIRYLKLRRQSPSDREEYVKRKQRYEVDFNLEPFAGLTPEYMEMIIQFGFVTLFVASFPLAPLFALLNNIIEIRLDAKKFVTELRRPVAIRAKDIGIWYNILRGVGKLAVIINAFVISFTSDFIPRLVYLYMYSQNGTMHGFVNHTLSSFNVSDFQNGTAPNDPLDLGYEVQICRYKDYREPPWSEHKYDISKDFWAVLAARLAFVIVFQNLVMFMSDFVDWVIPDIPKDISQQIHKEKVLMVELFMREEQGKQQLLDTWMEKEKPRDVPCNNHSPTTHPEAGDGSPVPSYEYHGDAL
SKKanGAS inh = S. pyogenes SKKanGAS growth inhibitors in kanamycin, primary screen, streptokinase expression inhibitor project, SKKanGAS strain, BacTiter-Glo luminescence; 6 h; inhibition, % at 7.5 µM; actives 1.3% (n = 300,000);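 active = mean replicate score, as percent of positive control median, at least 50; inconclusive = mean below 50 but one replicate at or above 50; inactive = mean and every replicate below 50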;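 note: strain carries kanamycin resistance gene driven by streptokinase promoter and grows in 40 µg/ml kanamycin; loss of luminescence reflects streptokinase promoter inhibition or plain growth inhibition; 0% = median of DMSO wells and 100% = positive control at its reference dose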
HDAC3 inhib = HDAC3 deacetylase inhibitors, primary screen, biochemical, fluorescence, cell-free homogeneous | inhibition, % at 8.3 µM | actives 0.15% (n = 320,000) | AID 2718, 2010 | Histone deacetylase 3 (Homo sapiens), O15379 | recombinant HDAC3, fluorogenic peptide/trypsin coupled; in the data active = inhibition above about 26%, passing the limit was not always enough; inconclusive = no clear call, values can overlap the other calls
TMEM16A act = TMEM16A chloride channel activators or potentiators, primary screen, cell-based, HTS; Anoctamin-1 (Mus musculus), Q8BHY3; actives 0.3% (n = 340,000); B-score at 10 µM; HEK293 TMEM16A/YFP-H148Q/I152L, iodide quench fluorescence; stronger effect = lower value;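 active = fluorescence-ratio B-score plate-corrected deviation score at least 3 library SD below zero, with starting fluorescence score within 5 deviations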;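 note: channel opened by trigger with iodide after compound preincubation; score built on the fluorescence ratio of max minus min over baseline; more negative score means more quench and so TMEM16A activation or potentiation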
MrgX1 ag = agonists of human MrgX1 receptor, primary screen, HEK293 cells, Fluo-4 calcium flux. Mas-related G-protein coupled receptor member X1 (Homo sapiens), Q96LB2. Fluo-4 calcium fluorescence, agonist mode; stronger effect = higher value. B-score at 10 µM. actives 0.44% (n = 310,000);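 active = calcium response B-score plate-corrected fluorescence ratio at least 3 library SD, with starting fluorescence B-score inside 5 SD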
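Test system: HEK293 cells stably expressing human MrgX1 receptor; Input: fifteen thousand cells per well; Dosing: compound delivered in addition one of three; Schedule: overnight seeding, then 1 h dark dye loading; Technique: Fluo-4 NW calcium fluorescence; Measure: B-scored fluorescence response ratio; Controls: positive and negative controls per plate.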
MrgX1 PAM = positive allosteric modulators of MrgX1, primary screen, HEK293 cells, Fluo-4 calcium flux; Mas-related G-protein coupled receptor member X1 (Homo sapiens), Q96LB2; FDSS; stronger effect = higher value; B-score at 10 µM; actives 0.63% (n = 310,000); AID 588675, 2011;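 active = plate-corrected calcium response at least 3 library SD above typical, normal starting fluorescence, not activating the receptor alone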;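 note: compound read alongside a low EC10 to EC30 dose of BAM8-22 agonist; peak minus trough fluorescence over baseline measured at the second addition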
RGS4 inh = RGS4 inhibitors, primary screen, cell-based, HEK293 M3R inducible RGS4, calcium flux. Regulator of G-protein signaling 4 (Homo sapiens), P49798. Fluo-4 calcium flux; stronger effect = higher value; triggered by carbachol at its EC20. B-score at 10 µM. actives 0.45% (n = 310,000);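 active = B-score, a plate-corrected calcium signal, over three deviations above library mean, with baseline fluorescence within five deviations of library mean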;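 note: RGS4 expression induced by doxycycline in cells with stable M3 receptor; B-score is computed from the integrated fluorescence ratio over baseline after carbachol; higher B-score means a larger calcium signal and so more RGS4 inhibition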
* hit, by the source's call; i = inactive; ? = inconclusive; nt = no result given.

entry	molecule	RGS4 pot	TRPC6 act	MrgX1 antag	TRPC6 inhibitor	ANO1 block	SKKanGAS inh	HDAC3 inhib	TMEM16A act	MrgX1 ag	MrgX1 PAM	RGS4 inh
1	Cc1ccccc1CSCc1ccc(C(=O)NCCCN2CCOCC2)o1	i	i	i	i	i	-10	0	i	i	i	i
2	Cc1cc(Nc2ccc3ccccc3c2)n2ncnc2n1	nt	nt	i	nt	i	nt	0	i	i	i	nt
3	COc1ccc(S(=O)(=O)N(C)CC(=O)Nc2ccc(F)cc2)cc1	i	i	i	i	i	-1	-6	i	i	i	i
4	Cc1ccc(CN2CCC(CNS(=O)(=O)c3ccc(-c4ccc(=O)[nH]n4)s3)CC2)cc1	i	i	i	i	i	-13	5	i	i	i	i
5	O=C(CNc1ccccc1Cl)N/N=C1\CCCc2ccccc21	i	i	i	i	i	6	4	i	i	i	i
6	Cc1cc(/C=C(\C#N)C(=O)NCc2ccco2)c(C)n1-c1cccnc1	i	i	i	i	i	6	5	i	i	i	i
7	COc1ccc(Nc2nc(C)cc(C)c2C(N)=O)cc1OC	i	i	i	i	i	-5	5	i	i	i	i
8	Cc1c([N+](=O)[O-])c(N)nn1C	i	i	i	i	i	1	-2	i	i	i	i
9	Brc1ccc(Nc2c3c(nc4ncnn24)CCC3)cc1	i	i	i	i	i	-1	7	i	i	i	i
10	CC(=O)c1ccc(NC(=O)CSc2nc(C3CC3)nc3ccccc23)cc1	i	i	i	i	i	21	11	i	i	i	i
11	CCN(CC)CCN1C(=O)C(O)=C(C(=O)c2ccco2)C1c1ccccn1 (centres undefined)	i	i	i	i	i	7	6	i	i	i	i
12	CSc1nc(N2CCOCC2)c2c3c(sc2n1)CCC3	i	i	i	i	i	-23	0	i	i	i	i
13	O=C(Nc1nnc2n1CCS2)c1ccc(Br)o1	i	i	i	i	i	1	-1	i	i	i	i
14	COc1ccc(-c2nnn(CC(=O)N(CCO)C(C(=O)NC3CCCC3)c3ccc(F)cc3)n2)cc1 (centres undefined)	i	i	i	i	i	-10	-4	i	i	i	i
15	CN(C(=O)Nc1ccc(Cl)c(Cl)c1)c1ccccc1C(=O)O	i	i	i	i	i	-1	-18	i	i	i	i
16	O=C(CCc1nc(-c2ccccc2)no1)Nc1cccnc1	i	i	i	i	i	0	-5	i	i	i	i
17	CC(=O)NC(c1ccc(C)cc1)c1cc([N+](=O)[O-])c2cccnc2c1O (centres undefined)	i	i	i	i	i	?	-1	i	i	i	i
18	O=C(NCCC(NS(=O)(=O)OCC(Cl)(Cl)Cl)c1ccccc1)C(F)(F)F (centres undefined)	i	i	i	i	i	6	-2	i	i	i	i
19	COC(=O)CNC(=O)c1ccccc1F	i	i	i	i	i	-1	-6	i	i	i	i
20	Cc1cc(O)c(C(C)C)cc1N=Nc1ccccc1C(=O)O	i	i	i	i	i	4	nt	i	i	i	i
21	CNC(=O)NNC(=O)c1nc(-c2ccccc2)c(C)o1	i	i	i	i	i	5	-2	i	i	i	i
22	O=[N+]([O-])c1ccc(O)c(C=Nc2ccc3c(c2)OCCO3)c1	i	i	i	i	i	-11	-2	i	i	i	i
23	O=C(O)C1CCN(c2ccccc2[N+](=O)[O-])CC1	i	i	i	i	i	-3	5	i	i	i	i
24	Cc1ccc(-c2noc(CCC(=O)NCC3CCN(Cc4cccc(C)c4)CC3)n2)cc1	i	i	i	i	i	4	-8	i	i	i	i
25	O=C(CSc1nnc(-c2cccnc2)o1)Nc1nccs1	i	i	i	i	i	-20	0	i	i	i	i
26	CCCn1c(=O)c(C(=O)NNC(=O)c2ccc(Cl)cc2Cl)c(O)c2ccccc21	i	i	i	i	i	70*	0	i	38*	i	i
27	COc1cccc(-c2nc(CS(=O)CC(=O)NC3CCCCC3)c(C)o2)c1 (centres undefined)	i	i	i	i	i	-4	2	i	i	i	i
28	Cc1ccc(/C=C/c2nnc(-c3cccs3)o2)cc1	i	i	i	i	i	-7	-4	i	i	i	i
29	COc1ccc2c(c1OC)C(=O)OC2Nc1ccccc1S(=O)(=O)C(F)F (centres undefined)	i	i	-4.7*	i	i	-7	-2	i	i	i	i
30	C=C1CCN([C@@H](CC(C)C)C(=O)NN2CCOCC2)S(=O)(=O)c2ccccc21	i	i	i	i	i	3	6	i	i	i	i
31	CCOC(=O)C1CCCN(S(=O)(=O)CCNC(=O)c2ccc3c(c2)OCO3)C1 (centres undefined)	i	i	i	i	i	0	-3	i	i	i	i
32	Cc1c(Cl)cccc1NC(=O)c1cccnc1	i	i	i	i	i	4	4	i	i	i	i
33	Nc1nnc2c(n1)CCCC2	i	i	i	i	i	3	6	i	i	i	i
34	O=[N+]([O-])c1ccc(OCC2CC(c3ccccc3)=NO2)cc1 (centres undefined)	i	i	i	i	i	-14	7	i	i	i	i
35	O=C(O)C1CC(=O)n2c(nc3ccccc32)S1 (centres undefined)	i	i	i	i	i	-14	-1	i	i	i	i
36	Cc1csc(SCCN2C(=O)c3ccccc3C2=O)n1	i	i	i	i	i	-1	?	i	i	i	i
37	CNC(=O)c1cccc2nc3ccccc3nc12	i	i	i	i	i	26	2	i	i	i	i
38	O=S(=O)(c1ccc(NC(=S)N/N=C/c2ccc(Oc3ccccc3)cc2)cc1)N1CCOCC1	i	i	i	i	i	-5	-2	i	i	i	i
39	OCCNCCCCOc1cccc(Br)c1	i	i	i	i	i	-4	-4	i	i	i	i
40	COC(=O)[C@@H]1CCCN1Cc1c(C(=O)N2CCCCC2)nc2c(C)cccn12	i	i	i	i	i	3	1	i	i	i	i
41	COc1ccc(CNC(=O)c2cc(C(C)=O)c[nH]2)cc1	i	i	i	i	i	7	3	i	i	i	i
42	O=C(Nc1ccc(NC(=O)c2ccco2)c(Cl)c1)c1cccc([N+](=O)[O-])c1	i	i	i	i	i	6	8	i	i	i	i
43	CS(=O)(=O)N(CC(=O)N/N=C/c1ccco1)c1ccccc1Br	i	i	i	i	i	-1	-3	i	i	i	i
44	COc1ccc(CCNc2ccncn2)cc1OC	i	i	i	i	i	13	-14	i	i	i	i
45	CC(=O)Nc1ccc(N2CCN(C(=O)c3cccs3)CC2)cc1	i	i	i	i	i	-4	8	i	i	i	i
46	Cc1ccc(-c2csc(N3CCN(c4ccc5nc(-c6ccncc6)n(CCN6CCCCC6)c5c4)CC3)n2)cc1	i	i	i	i	i	5	8	i	i	i	i
47	Cc1ccc(NC(=S)Nc2ccccn2)cc1C	i	i	i	i	i	-9	-3	i	i	i	i
48	CCC(=O)N1CCc2cc(S(=O)(=O)NC(CC(C)C)C(=O)N3CCc4ccccc43)ccc21 (centres undefined)	nt	nt	i	nt	i	nt	3	i	i	i	nt
49	O=C(CCc1nnc(CCCc2ccccc2)o1)NCCc1ccccc1	i	i	i	i	i	-3	-1	i	i	i	i
50	COc1ccc(Nc2nc(N)nc(CSC(=S)N3CCC(C)CC3)n2)cc1	i	i	i	i	i	0	1	i	i	i	i

Profiles from above. Screens in order: RGS4 pot | TRPC6 act | MrgX1 antag | TRPC6 inhibitor | ANO1 block | SKKanGAS inh | HDAC3 inhib | TMEM16A act | MrgX1 ag | MrgX1 PAM | RGS4 inh
`COc1ccc(-c2nnn(CC(=O)N(CCO)C(C(=O)NC3CCCC3)c3ccc(F)cc3)n2)cc1` (centres undefined) in the list: i | i | i | i | i | -10 | -4 | i | i | i | i
`COc1cccc(-c2nc(CS(=O)CC(=O)NC3CCCCC3)c(C)o2)c1` (centres undefined) in the list: i | i | i | i | i | -4 | 2 | i | i | i | i

Next records
entry	molecule	RGS4 pot	TRPC6 act	MrgX1 antag	TRPC6 inhibitor	ANO1 block	SKKanGAS inh	HDAC3 inhib	TMEM16A act	MrgX1 ag	MrgX1 PAM	RGS4 inh
51	COc1cccc(CN(C)C(=O)c2sccc2-c2ccccc2)c1OC	i	i	i	i	i	4	6	i	i	i	i
52	Cc1nc(C(=O)Nc2ccc(Cl)cc2)nn1-c1ccc([N+](=O)[O-])cc1	i	i	i	i	i	3	-3	i	i	i	i
53	COC(=O)c1ccc(C(=O)OC)c(NC(=O)CCS(=O)(=O)Cc2ccccc2)c1	i	i	i	i	i	-1	-3	i	i	i	i
54	CCOC(=O)c1ccccc1NS(=O)(=O)c1cnn(CC)c1C	i	i	i	i	i	-5	-11	i	i	i	i
55	COc1ccc(Nc2cc(C(=O)NCc3ccccn3)c3ccccc3n2)c(OC)c1	i	i	i	i	i	-5	-1	nt	i	i	i
56	O=C(NCC1CCCO1)/C(=C\c1ccc(Cl)cc1)NC(=O)c1ccccc1 (centres undefined)	i	i	i	i	i	1	-13	i	i	i	i
57	O=C(CSc1nc2ccccc2[nH]1)c1cccs1	i	i	i	i	i	1	4	i	i	i	i
58	N/C(=N\N=C\c1cccs1)SC1CC(=O)N(c2cccc([N+](=O)[O-])c2)C1=O (centres undefined)	i	i	i	i	i	29	5	i	i	i	i
59	Cc1cccc(NC(=S)NCc2ccncc2)c1C	i	i	i	i	i	-3	4	i	i	i	i
60	CN1CCN(C(c2cccc(C(F)(F)F)c2)c2nnnn2Cc2ccccc2)CC1 (centres undefined)	i	i	i	i	i	-5	-1	i	i	i	i
61	Cc1sc2ncnc(SCC(=O)c3ccc(O)cc3O)c2c1C	i	i	i	i	i	14	nt	i	i	i	i
62	COc1cc2c(cc1NC(=S)Nc1ccccc1C)oc1ccccc12	i	i	i	i	i	5	-12	i	i	i	i
63	CCOC(=O)CNC(=O)c1sc2nc(C)cc(C)c2c1N	i	i	i	i	i	0	4	i	i	i	i
64	O=C(O)c1cccnc1SCc1cccc(Cl)c1	i	i	i	i	i	7	-10	i	i	i	i
